TEAD-YAP block = TEAD-YAP interaction inhibition; HEK-TIYL cells, TEAD-Gal4/YAP UAS-luciferase luminescence; inhibition, % at 9.12 µM; hit rate 1.4% among 640,000; AID 1259422; in the data active = inhibition above about 32%;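 note: 0% = median of test compound wells and 100% = reference inhibitor wells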
GPR151 ag = activates the human receptor GPR151 | AID 1508602 | activation, % at 11.2 µM | PathHunter beta-arrestin GPR151 cells, luminescence | hit rate 1% among 650,000 | Q8TDV0; in the data active = activation above about 4.9%;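 note: 0% = median of compound wells and 100% = cells with positive control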
Target sequence (Q8TDV0 whole entry, looked up): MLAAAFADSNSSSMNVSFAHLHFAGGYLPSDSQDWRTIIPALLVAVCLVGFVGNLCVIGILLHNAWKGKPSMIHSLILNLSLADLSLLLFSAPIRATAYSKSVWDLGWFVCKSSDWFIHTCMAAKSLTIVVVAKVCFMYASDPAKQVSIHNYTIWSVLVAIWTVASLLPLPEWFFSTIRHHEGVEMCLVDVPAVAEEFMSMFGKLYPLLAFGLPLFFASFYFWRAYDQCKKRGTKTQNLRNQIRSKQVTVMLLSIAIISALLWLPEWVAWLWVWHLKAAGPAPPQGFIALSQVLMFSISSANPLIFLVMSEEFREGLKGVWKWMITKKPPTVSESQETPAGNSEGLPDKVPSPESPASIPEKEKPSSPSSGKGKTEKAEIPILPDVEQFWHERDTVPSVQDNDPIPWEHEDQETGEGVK
FBW7 act = human FBW7 E3 ligase activation, primary screen; AlphaScreen FBW7–phospho-cyclin E peptide binding, activator screen; Q969H0; hit rate 0.13% among 650,000; normalized activity (activation), % at 26.1 µM; AID 1259310; in the data active = normalized activity above about 1.9%;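 note: purified mutant Fbw7 with reduced substrate affinity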
MITF primary = human MITF inhibition, primary screen; inhibition, % at 2.6 µM; O75030; hit rate 0.91% among 650,000; AID 1259374; AlphaScreen MITF homodimerization, bead proximity signal; in the data active = inhibition above about 50%;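 note: 0% = vehicle wells with protein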
Target sequence (O75030 whole entry, looked up): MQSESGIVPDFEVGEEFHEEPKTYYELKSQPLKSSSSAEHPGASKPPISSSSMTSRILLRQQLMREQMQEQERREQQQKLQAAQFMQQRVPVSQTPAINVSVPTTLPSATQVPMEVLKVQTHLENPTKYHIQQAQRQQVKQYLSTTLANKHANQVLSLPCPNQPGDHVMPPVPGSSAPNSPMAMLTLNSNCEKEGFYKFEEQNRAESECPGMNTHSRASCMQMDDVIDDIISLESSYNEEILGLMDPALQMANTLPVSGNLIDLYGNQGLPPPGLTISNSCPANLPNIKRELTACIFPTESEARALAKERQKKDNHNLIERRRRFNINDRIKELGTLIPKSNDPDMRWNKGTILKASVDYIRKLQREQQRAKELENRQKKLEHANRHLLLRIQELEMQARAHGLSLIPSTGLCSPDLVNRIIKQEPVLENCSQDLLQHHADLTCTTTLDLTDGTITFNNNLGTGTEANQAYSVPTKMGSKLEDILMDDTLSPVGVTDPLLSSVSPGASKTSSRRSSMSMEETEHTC
An asterisk follows results filed as active; . = no result given.

The opening three records as a preview:
Order of values – TEAD-YAP block, MITF primary, GPR151 ag, FBW7 act
- COc1cccc(/C=C2\SC(=S)N(CC(=O)NNC(=O)c3ccccc3O)C2=O)c1
→ -5, -24, 1.3, -0.1
- O=c1cc(NCCc2ccccc2)c2ccccc2o1
→ -39, 3, -0.4, 0.0
- CC(O)C12c3ccccc3C(c3ccccc31)C1C(=O)N(c3cccc(Br)c3)C(=O)C12 (stereo not given)
→ -9, 8, 1.6, -0.4

The whole of this part (from the top)
Order of values – TEAD-YAP block, MITF primary, GPR151 ag, FBW7 act
- COc1cccc(/C=C2\SC(=S)N(CC(=O)NNC(=O)c3ccccc3O)C2=O)c1
→ -5, -24, 1.3, -0.1
- O=c1cc(NCCc2ccccc2)c2ccccc2o1
→ -39, 3, -0.4, 0.0
- CC(O)C12c3ccccc3C(c3ccccc31)C1C(=O)N(c3cccc(Br)c3)C(=O)C12 (stereo not given)
→ -9, 8, 1.6, -0.4
- CC(C)(C)c1ccc(NC(=O)c2ccc(Br)cc2)c([N+](=O)[O-])c1
→ -1, -8, -1.7, -0.2
- CCCOc1ccc(CNC(=O)Cn2ncc3ccccc32)cc1
→ -21, 8, -0.5, 0.8
- CC(=O)c1[nH]c(C)c(C(=O)Nc2ccc(Br)c(C)c2)c1C
→ -21, -6, 0.6, 0.0
- CCn1c(=O)c2c(nc(SCC(=O)Nc3cccc(C)c3)n2C)n(C)c1=O
→ 3, -1, 3.9, -0.1
- CCOC(=O)c1sc(NC(=O)c2ccc(S(=O)(=O)N3CCc4ccccc43)cc2)c(C(=O)OCC)c1C
→ 1, -5, -0.9, -0.1
- COc1ccc(CCNc2cc(Nc3ccc4ncccc4c3)ncn2)cc1
→ -15, 4, 0.9, 0.0
- COCCN1C(=O)C(C)Sc2cc(OC)ccc21 (stereo not given)
→ -10, 8, 1.2, 0.2
- C=CCNc1oc(-c2ccco2)nc1S(=O)(=O)c1ccccc1
→ -10, 7, -1.0, -0.1
- CC1/C(=N/O)C[C@@H]2C[C@H]1C2(C)C (stereo not given in full)
→ -11, 18, 2.9, 0.3
- CC(=O)Oc1ccc2c(=O)oc(-c3cccc(N4C(=O)c5ccc([N+](=O)[O-])cc5C4=O)c3)nc2c1
→ 5, -3, -1.9, -0.1
- Cc1ccc(NC(=O)C2CCCN2c2nnc(N3CCCC3=O)s2)cc1F (stereo not given)
→ 2, 8, -1.3, 0.1
- CCOC(=O)C1=C(C)Nc2nc3ccccc3n2C1c1ccc(Cl)cc1 (stereo not given)
→ -2, 9, 1.1, 0.3
- CCC(Sc1nc(C)cc(C)n1)C(=O)Nc1ccc(S(N)(=O)=O)cc1 (stereo not given)
→ 9, 8, -0.4, 0.2
- O=C(O)C1CCCN(c2ccc(C(F)(F)F)cc2[N+](=O)[O-])C1 (stereo not given)
→ 5, 0, -1.1, -0.1
- Cc1cccc(NC(=O)C2C3C=CC4(O3)C2C(=O)N(Cc2ccccc2Cl)C4C(=O)NC2CCCCC2C)c1 (stereo not given)
→ -8, 6, 0.1, 0.0
- CC(C)C[C@H](NC(=O)C1OC1C(=O)O)C(=O)NCCCCN=C(N)N (stereo not given in full)
→ -3, -8, 1.1, 0.7
- Cc1cccc(NC(=O)c2cccc(Br)c2)n1
→ -49, -3, -1.2, 0.1
- Cc1ccc(/C=C2\N=C(c3ccc(Cl)c([N+](=O)[O-])c3)OC2=O)o1
→ 2, 0, -0.8, 0.0
- O=C(NCCc1nc(-c2ccccc2)cs1)c1ccc(C(=O)N(C2CCCCC2)C2CCCCC2)cc1
→ 1, 4, 0.4, -0.1
- CC1CCCN(C2=NC(=O)/C(=C/c3ccc(F)cc3)S2)C1 (stereo not given)
→ -25, 6, -0.8, -0.1
- CCCCCSc1n[nH]c(=O)[nH]c1=O
→ 3, 5, -0.5, 0.1
- Nc1c(Cl)cc(-n2c(=O)c3cc4c(=O)n(-c5cc(Cl)c(N)c(Br)c5)c(=O)c4cc3c2=O)cc1Br
→ 10, -7, 3.5, 0.0
- O=[N+]([O-])c1ccc(-c2nnc(SCCO)o2)cc1
→ 1, 3, 1.2, -0.3
- N#Cc1ccccc1CSc1ncccn1
→ -7, -12, -1.0, -0.2
- Cc1cc(C)c(OCC(=O)N/N=C/c2ccc(O)cc2O)c(Br)c1
→ 17, -5, -0.4, -1.2
- COc1cc(/C=C2\C(=O)NC(=O)N(c3cccc([N+](=O)[O-])c3)C2=O)ccc1OCC(=O)O
→ -8, 7, -0.9, 0.1
- CC(O)CCc1nc2ccc([N+](=O)[O-])cc2[nH]1 (stereo not given)
→ -10, 0, 5.1*, -0.2

Entries of single compounds as entered above.
Shown for COc1cccc(/C=C2\SC(=S)N(CC(=O)NNC(=O)c3ccccc3O)C2=O)c1 = TEAD-YAP block = -5; MITF primary = -24; GPR151 ag = 1.3; FBW7 act = -0.1
Shown for Cc1cccc(NC(=O)c2cccc(Br)c2)n1 = TEAD-YAP block = -49; MITF primary = -3; GPR151 ag = -1.2; FBW7 act = 0.1

Structures from the list above that have an aryl methoxy group, in the order listed:
Order of values – TEAD-YAP block, MITF primary, GPR151 ag, FBW7 act
- COc1cccc(/C=C2\SC(=S)N(CC(=O)NNC(=O)c3ccccc3O)C2=O)c1
→ -5, -24, 1.3, -0.1
- COc1ccc(CCNc2cc(Nc3ccc4ncccc4c3)ncn2)cc1
→ -15, 4, 0.9, 0.0
- COCCN1C(=O)C(C)Sc2cc(OC)ccc21 (stereo not given)
→ -10, 8, 1.2, 0.2
- COc1cc(/C=C2\C(=O)NC(=O)N(c3cccc([N+](=O)[O-])c3)C2=O)ccc1OCC(=O)O
→ -8, 7, -0.9, 0.1

(more compounds)
Order of values – TEAD-YAP block, MITF primary, GPR151 ag, FBW7 act
- COc1ccc(/C=N/NC(=O)C(=O)Nc2ccc(Cl)cc2)cc1
→ 9, 10, -0.3, 0.0
- O=C(CCS(=O)(=O)c1ccccc1)Nc1ccc(NC(=O)c2ccco2)cc1
→ -19, 1, 1.0, 0.0
- COc1cc(C(=O)Nc2nnc(-c3sccc3C)s2)cc(OC)c1OC
→ 5, -3, -0.8, 0.2
- CCCCc1ccc(NC(=O)c2cccc(Cl)c2)cc1
→ -52, 6, -0.9, 0.1
- CC(=O)c1cccc(NC(=O)[C@H]2O[C@@H]3OC(C)(C)O[C@@H]3[C@H]3OC(C)(C)O[C@H]32)c1
→ -5, 5, -1.2, 0.1
- COc1ccc(-c2nc3ccc(Cl)cc3c(=O)o2)cc1[N+](=O)[O-]
→ 3, 8, -3.6, -0.1
- Cc1[nH]c2ccc(OC(F)(F)F)cc2c1CCNC(=O)c1ccc(Br)o1
→ -12, 11, -0.9, 0.4
- COCCn1c2ccccc2n2c(=O)n(CC(=O)N3CC(C)CC(C)C3)nc12 (stereo not given)
→ 4, -2, 0.2, 0.1
- Oc1ccc(Cl)cc1C1CC(c2ccc3c(c2)OCO3)=NC(c2ccc(Cl)cc2)N1 (stereo not given)
→ -13, 5, 1.9, -0.1
- COC(=O)c1ccc(NC(=O)c2ccccc2N(C)S(C)(=O)=O)cc1
→ -13, -16, 1.4, -0.2
- CCOC(=O)C1CCN(C(=O)c2c(-c3c(Cl)cccc3Cl)noc2C)CC1
→ 1, -7, 2.6, -0.1
- C/C(=N\Nc1cc(Cl)nc(C)n1)c1ccc(O)cc1
→ -13, 21, -0.4, 0.3
- COc1ccc(-n2nc(C(=O)NCC(=O)Nc3cc(C)ccc3OC)c3ccccc3c2=O)cc1
→ -13, -9, 0.4, -0.8
- COc1cc(CO)cc(Cl)c1OCc1cccc([N+](=O)[O-])c1
→ 2, 0, -0.2, -0.1
- COc1ccc(CC(=O)NCCNc2cc(-n3cccn3)ncn2)cc1
→ 0, -4, -0.6, -0.2
- Cc1sc(NC(=O)c2ccc(OC(C)C)cc2)c(C#N)c1C
→ -6, 5, -1.6, 1.0
- O=C(c1ccn(C(=O)c2cccc(Cl)c2)n1)N1CCOCC1
→ 9, 2, -0.3, 0.1
- O=C1C2ON(c3ccccc3)C(c3ccc(Cl)cc3Cl)C2C(=O)N1c1ccccc1 (stereo not given)
→ 8, 0, 1.3, -0.1
- COc1ccc(-c2nnc(SCC(=O)Nc3ccc([N+](=O)[O-])cc3C#N)n2N)cc1
→ -2, 2, 1.2, -0.1
- CCOc1ccccc1NC(=O)C(Cc1ccc([N+](=O)[O-])cc1)N1C(=O)c2ccccc2C1=O (stereo not given)
→ -3, 13, 0.3, -0.1
- COc1ccc(OC(C)C(=O)Nc2ccc(Cl)cc2)cc1 (stereo not given)
→ -6, -10, -1.4, 0.3
- CC1=C(C(=O)OC2CCCC2)C(c2ccc(C(F)(F)F)cc2)C2=C(CC(c3cccs3)CC2=O)N1 (stereo not given)
→ 5, -7, -0.4, 0.1
- CCCS(=O)(=O)N1CCN(C(=O)c2ccccc2F)CC1
→ -4, -5, -2.0, -0.2
- Cc1cc(N2CCN(C(c3ccccc3)c3ccccc3)CC2)n2c(nc3ccccc32)c1C#N
→ 6, 4, -0.2, 0.2
- COc1cc(-c2nnc(SCC(=O)Nc3ccc4c(c3)OCO4)o2)cc(OC)c1OC
→ -2, -2, 0.7, -0.1
- COc1ccccc1C(C)N(C)Cc1nc(-c2ccccn2)no1 (stereo not given)
→ -16, 4, -1.5, 0.0
- COc1ccc(Cl)cc1NC(=O)CCS(=O)(=O)c1ccc(Br)cc1
→ 0, 41, 0.5, -0.2
- O=C(O)CCCCCCC1C(=O)N(Cc2ccccc2)C(=O)N1NCC(O)C1CCCCC1 (stereo not given)
→ ., -1, 2.8, .
- Cc1nn(-c2ccc(Cl)cc2)c2sc(C(=O)NC(C)(C)CO)cc12
→ 1, -1, 3.5, 0.0
- CCOC(=O)N1CCN(C(=O)c2ccc(CN3CCC(Cc4ccccc4)CC3)cc2)CC1
→ 4, -8, 4.9*, -0.1
- COC(=O)c1c(C)oc2ccc(N(C(=O)c3cccc([N+](=O)[O-])c3)S(=O)(=O)c3ccc4ccccc4c3)cc12
→ -1, 13, 1.3, 0.0
- Fc1ccc(/C=N/NC2=NCCCCC2)cc1
→ 2, -5, -0.8, -0.2
- CC(C)NC(=O)NC(=O)COC(=O)c1ccc(O)cc1
→ 5, -7, 0.1, -0.1
- CCC1CCCCN1S(=O)(=O)c1cc(Br)cnc1N (stereo not given)
→ -2, 2, 0.1, -0.2
- CN(C(=O)CN(C)S(=O)(=O)c1ccc2c(c1)CCC(=O)N2)C1CCCCC1
→ 3, -2, 0.9, 0.0
- N#Cc1cnn(-c2nc(-c3ccc4ccccc4c3)cs2)c1N
→ -1, 12, -0.7, 0.0
- CC(C)[C@@H]1NC(=O)[C@@H]2C[C@H](NCc3ccc(F)cc3F)CN2C1=O
→ 10, -6, 0.5, 0.1
- O=S(=O)(Cc1ccccc1)N/N=C/c1ccc2c(c1)OCO2
→ 5, -1, 1.0, -0.3
- CC(=O)N(c1cc2sc(=O)oc2c2ccccc12)S(=O)(=O)c1cccs1
→ 2, -2, 0.4, 0.0
- Cc1ccc(C2=NN(S(=O)(=O)c3ccccc3)C(c3cc4ccc(C)cc4nc3Cl)C2)cc1 (stereo not given)
→ -5, 12, -1.3, 0.1
- COc1cc2c(=O)n(Cc3ccco3)c(=O)n(CC(=O)N3CCCCC3C)c2cc1OC (stereo not given)
→ 9, -8, 1.9, -0.1
- CC(C)=CCN1CCC2(CCC(CNC(=O)CCc3cccnc3)O2)CC1 (stereo not given)
→ 10, -8, 0.5, 0.0
- COc1ccc(CCNC(=O)c2ccnc(Nc3ccccc3)c2)cc1
→ -4, -4, 2.0, -0.1
- O=c1oc(-c2nccc3ccccc23)nn1Cc1cccnc1
→ 2, -3, 0.2, 0.0
- CCc1cccc(C)c1NC(=O)CCS(=O)(=O)c1ccc2c(c1)n(C)c(=O)c(=O)n2C
→ 8, 4, 0.4, -0.1
- COc1cc(OC)c(OC)cc1CNCC1COc2ccccc2O1 (stereo not given)
→ 3, 1, -0.8, 0.1
- CC(=O)Nc1nnc(SCCc2nnc(N)s2)s1
→ -7, 12, -1.6, 0.0
- Cc1ccc(-c2nc3ccc([N+](=O)[O-])cc3[nH]2)cc1
→ -32, -9, -2.1, -0.1
- COC(=O)c1cc(Nc2ccccc2OC)c2cc(Cl)ccc2n1
→ 28, -2, 1.5, 0.2
- CCc1ccc(N2CC(C(=O)NCCC(C)C)CC2=O)cc1 (stereo not given)
→ 0, -4, 0.1, -0.1
- COc1cccc(C2CC(c3ccccc3)=NN2S(=O)(=O)c2ccccc2)c1OC (stereo not given)
→ -7, -6, -1.0, -0.1
- Cc1cc(-c2cc(F)cc3c2OC(CNC(=O)c2cc[n+]([O-])cc2)C3)ccc1F (stereo not given)
→ -3, 22, 0.7, 0.6
- COc1ccc(CN(C)C(=O)CSc2nnc(-c3cccs3)o2)cc1
→ -7, -18, -0.7, 0.1
- CCC(C)CC(=O)Nc1nc2c(s1)C(=O)CC(C(=O)N(C)C)C2 (stereo not given)
→ -10, -6, 0.5, -0.1
- NC(=O)CSc1nnc(-c2ccco2)n1N
→ 11, 15, 0.7, -0.1
- COc1ccc(Br)cc1/C=C1\C(=O)ON=C1C
→ -5, 65*, -1.0, 0.1

High-throughput results (PubChem BioAssay)
